From PubChem BioAssay
MsrA act: activators of bovine methionine sulfoxide reductase A | purified bovine MsrA, absorbance read-out | activation, % at 10.6 µM | 0.3% of 360,000 active; in the data active means activation above about 7.5%;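 further: 0% = vehicle and 100% = reference activator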
NRP1-CendR mod: NRP-1/CendR interaction modulation; AID 602438; 0.85% of 360,000 active; O14786; inhibition, % at 25 µM; FAM-RPARPAR peptide binding to NRP-1, fluorescence polarization;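 active means inhibition or corrected inhibition above about 18%, plus a signal ratio from 0.5 to 1.5, limit read from the data, passing the limit was not always enough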; further: strong numbers were not always called active
eLon inh: inhibitors of E. coli Lon protease; purified E. coli Lon protease, fluorescence polarization; inhibition, % at 7.94 µM; 0.42% of 360,000 active; AID 602123; in the data active means inhibition above about 13%, passing the limit was not always enough;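 further: 0% = enzyme with probe and DMSO and 100% = no enzyme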
MsrA inh: inhibitors of bovine MsrA; purified bovine MsrA, absorbance read-out; inhibition, % at 15.5 µM; 0.75% of 360,000 active; in the data active means inhibition above about 4.5%;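 further: 0% = vehicle wells with enzyme and 100% = reference inhibitor wells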
STEP inh: blocks human striatal-enriched tyrosine phosphatase; inhibition, % at 20 µM; P54829; recombinant STEP, OMFP fluorogenic substrate, fluorescence; 0.25% of 360,000 active;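 active means inhibition at 20 µM, scaled per plate between control wells, above about 37%, limit read from the data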;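 further: 0% = DMSO with enzyme and substrate and 100% = substrate only without enzyme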
Target sequence (P54829 whole entry, looked up): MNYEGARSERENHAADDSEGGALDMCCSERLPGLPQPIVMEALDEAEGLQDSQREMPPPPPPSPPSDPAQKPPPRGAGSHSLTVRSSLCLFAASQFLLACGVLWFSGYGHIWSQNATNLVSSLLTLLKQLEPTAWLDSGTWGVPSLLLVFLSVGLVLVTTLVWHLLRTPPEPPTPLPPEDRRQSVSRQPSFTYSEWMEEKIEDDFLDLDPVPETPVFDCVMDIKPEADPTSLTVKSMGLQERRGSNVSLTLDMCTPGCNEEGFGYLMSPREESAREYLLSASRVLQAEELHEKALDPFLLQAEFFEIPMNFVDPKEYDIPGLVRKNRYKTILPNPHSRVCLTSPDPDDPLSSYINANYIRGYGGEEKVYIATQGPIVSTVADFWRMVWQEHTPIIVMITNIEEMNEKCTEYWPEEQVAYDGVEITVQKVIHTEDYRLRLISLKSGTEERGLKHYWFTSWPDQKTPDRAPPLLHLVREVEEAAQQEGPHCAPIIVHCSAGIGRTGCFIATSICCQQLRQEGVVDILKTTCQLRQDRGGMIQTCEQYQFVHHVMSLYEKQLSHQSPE
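System: isolated STEP enzyme; schedule: 20 min enzyme reaction at room temperature, protected from light; medium: Bis-Tris buffer pH 6.0, 2.5 mM DTT, 0.005% Tween 20; signal: fluorescence, 480/540 nm; dosing: single compound dose of 20 µM, 1% DMSO final; also added: OMFP substrate, 25 µM final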
LMPTP block: blocks human LMPTP phosphatase; inhibition, % at 20 µM; AID 651560; recombinant LMPTP-A, OMFP fluorogenic substrate, fluorescence intensity; P24666; 0.22% of 360,000 active;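 active means compounds that cut the enzyme signal by at least half of the control window in the single-dose screen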;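 further: plate controls were DMSO wells with enzyme plus substrate for no effect and substrate without enzyme for full effect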
Target sequence (P24666 whole entry, looked up): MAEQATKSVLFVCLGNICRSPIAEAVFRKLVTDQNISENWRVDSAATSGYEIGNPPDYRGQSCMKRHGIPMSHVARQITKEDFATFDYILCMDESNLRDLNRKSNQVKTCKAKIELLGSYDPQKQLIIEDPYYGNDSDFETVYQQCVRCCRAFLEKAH
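Test system: LMPTP-A phosphatase enzyme; input: 0.625 nM LMPTP-A final; reagent: OMFP substrate, 400 µM final; compound dosing: 20 µM single dose, 3% DMSO; incubation: 50 min dark incubation at room temperature; measured by: endpoint fluorescence intensity from OMFP dephosphorylation; measure: % inhibition relative to no-enzyme and uninhibited control wells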
SUMO1-SIM PPI: modulators of human SUMO1-mediated protein-protein interactions; P63165; SUMO1 binding to a labelled peptide, TR-FRET, 1 h; inhibition, % at 20 µM; 0.33% of 360,000 active; AID 602429; in the data active means inhibition above about 37%
Target sequence (P63165 whole entry, looked up): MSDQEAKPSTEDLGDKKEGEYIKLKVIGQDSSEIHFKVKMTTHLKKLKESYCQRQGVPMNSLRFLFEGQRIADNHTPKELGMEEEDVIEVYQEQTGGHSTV
Scp1 inh: Scp-1 (human) phosphatase inhibition. Recombinant Scp1, phosphopeptide, malachite green phosphate absorbance. inhibition, % at 20 µM. 0.88% of 340,000 active. AID 493091;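 active means inhibition above about 50% at 20 µM, limit read from the data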;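 further: plate controls were DMSO wells with enzyme for no effect and wells lacking enzyme for full effect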
Target sequence (Q9GZU7 76-261 limits assumed): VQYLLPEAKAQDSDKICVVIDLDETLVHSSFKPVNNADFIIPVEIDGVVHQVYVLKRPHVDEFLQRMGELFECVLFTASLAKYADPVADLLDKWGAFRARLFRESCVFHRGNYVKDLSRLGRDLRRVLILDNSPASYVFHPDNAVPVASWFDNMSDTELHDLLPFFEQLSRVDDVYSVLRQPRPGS
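Times: enzyme reaction 45 min at room temperature, colour 5 min, stabilisation 30 min. Material: SCP-1 catalytic fragment, aa 76-261. Medium: Acidic Tris acetate buffer with magnesium and detergent. Signal: colorimetric free-phosphate detection, absorbance 630 nm. Read-out basis: % inhibition of SCP-1 phosphate liberation. Reagent: Phosphorylated 17-residue peptide substrate.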
DNMT1 block: DNMT1 (human) enzyme inhibition | DNMT1 molecular beacon, Hinp1I cleavage, fluorescence | inhibition (reported as % activation of signal), % at 10 µM | 0.83% of 360,000 active | P26358; in the data active means inhibition above about 50%
TbMetRS inhib: Trypanosoma brucei MetRS inhibition; 0.4% of 360,000 active; purified T. brucei MetRS, ATP depletion, Kinase-Glo luminescence; AID 624268; inhibition, % at 11.9 µM;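 active means inhibition above a per-plate cutoff of the control wells' mean inhibition plus 3 SD, cut at about 5.5% in these data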;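 further: 0% = DMSO wells median and 100% = median of wells with control inhibitor compound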
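Measured by: Kinase-Glo luciferase luminescence reporting remaining unconsumed ATP. Material: purified T. brucei MetRS enzyme. Doses: 11.9 µM compound single dose, 0.9% DMSO. Medium: HEPES buffer containing pyrophosphatase, BSA, spermine, DTT. Times: 15 min preincubation, 2 h reaction, all 25 °C. Reagent: methionine, ATP and bulk E. coli tRNA.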
An asterisk follows results filed as active; x = no result given.

SMILES | MsrA act | NRP1-CendR mod | eLon inh | MsrA inh | STEP inh | LMPTP block | SUMO1-SIM PPI | Scp1 inh | DNMT1 block | TbMetRS inhib
CC(NC(=O)CSc1nc2ccccc2n1CCC#N)c1ccc(F)cc1 (stereo not drawn) | 3 | 24 | -2 | -0.3 | -2 | 2.0 | 5 | -1 | 0 | -0.5
COc1cc(OC)cc(C(=O)N[C@H](C(=O)OCC(=O)Nc2ccc3c(c2)OCO3)C(C)C)c1 | -1 | 4 | -15 | -0.1 | -3 | 0.1 | 3 | -4 | 1 | 0.2
CNC(=O)c1ccc(NC(=O)c2cc(S(=O)(=O)N(C)C)ccc2N2CCCC2)cc1 | -10 | -5 | -4 | 2.5 | 0 | 0.3 | -3 | 1 | 0 | -0.5
Cc1ccc(NS(=O)(=O)c2ccc(/C=C/C(=O)O)cc2)cc1Cl | -5 | 2 | 5 | -1.1 | -2 | 0.9 | 5 | -3 | 1 | 0.4
Cc1ccc(NC(=S)Nn2cnnc2)c(C)c1 | -5 | 10 | 9 | 0.2 | 1 | 8.2 | -5 | x | -1 | -0.1
Cc1c(NS(=O)(=O)c2cccc(C(=O)OCC(=O)c3ccc(Cl)cc3)c2)c(=O)n(-c2ccccc2)n1C | -5 | 18 | -3 | -0.5 | 2 | 1.6 | -2 | 0 | 0 | -0.2
O=C(Nc1nnc([C@H]2C[C@H](O)[C@@H](CO)O2)s1)NC(c1ccccc1)c1ccccc1 | 1 | 0 | -5 | 0.5 | 2 | 0.5 | 5 | x | 8 | -0.1
Cn1c(COc2ccccc2)nnc1SCCC(=O)Nc1ccccc1 | -9 | -8 | -5 | -0.5 | -2 | -1.9 | 5 | 2 | 2 | -1.5
Cc1c(C(c2ccc(N(C)C)cc2)c2c(C)n(C)n(-c3ccccc3)c2=O)c(=O)n(-c2ccccc2)n1C | -1 | 1 | 6 | 0.5 | 7 | 9.8 | -14 | 14 | -11 | -1.3
Cc1cc(/C=N/NC(=O)C(=O)NCc2ccccn2)c(C)n1-c1ccccc1 | -6 | -8 | -2 | 1.1 | -3 | -0.2 | 0 | -9 | 4 | -0.4
O=C(COC(=O)c1ccc([N+](=O)[O-])o1)Nc1nc2ccccc2s1 | -2 | -7 | -3 | -0.1 | 2 | -0.3 | -31 | 6 | -12 | -0.4
COc1ccc(S(=O)(=O)N(C)C[C@H]2Oc3c(NC(=O)Nc4c(C)noc4C)cccc3C(=O)N([C@H](C)CO)C[C@@H]2C)cc1 | -2 | 2 | -5 | -0.3 | 2 | -0.6 | 5 | 2 | 4 | 0.0
Cc1ccc(CNC(=O)c2ccc(N3CCC4(CC3)CC(c3ccccc3)=NO4)c(N)c2)cc1 | 0 | 8 | 1 | -0.2 | -1 | 1.4 | 6 | 8 | 33 | -0.1
S=c1[nH]nc(-c2ccccn2)n1/N=C/c1cccs1 | -3 | 4 | -4 | 0.8 | -1 | -2.4 | -4 | -2 | 5 | -0.7
CCCc1cc(=O)[nH]c(SCC(=O)Nc2sc3c(c2C(N)=O)CCCC3)n1 | 0 | -6 | -5 | 1.1 | 1 | -0.2 | 4 | -5 | -5 | 0.3
CCCCN(C)Cc1c(O)ccc2c(=O)c(-c3ccccc3OC)coc12 | 0 | 5 | -3 | 1.7 | -3 | 0.6 | 2 | -7 | 4 | -0.5
COc1ccc(CCN2Cc3c(N)cccc3C2=O)cc1OC | -2 | 7 | 0 | 0.1 | -3 | -0.6 | -2 | -9 | 2 | -0.5
O=C(Nc1ccc2c(c1)CCCN2C(=O)c1cccs1)c1cccc(F)c1 | -1 | 8 | -1 | 2.7 | 0 | 0.8 | 0 | -4 | -2 | 0.1
CC(NS(=O)(=O)c1ccc(Br)cc1)C(N)=O (stereo not drawn) | -2 | -9 | -11 | 0.5 | 5 | -1.5 | 3 | -3 | -1 | -0.5
Cc1ccc(S(=O)(=O)N2CCN(C3CC(=O)N(Cc4ccccc4)C3=O)CC2)cc1C (stereo not drawn) | -2 | 6 | -3 | 0.6 | -3 | 0.9 | 19 | -4 | 4 | -0.2
CC(=O)N1CCN(C(=O)c2ccc(Cl)c(S(=O)(=O)N3CC(C)OC(C)C3)c2)CC1 (stereo not drawn) | -8 | 1 | -17 | 1.3 | -4 | 1.1 | 1 | -1 | -1 | -0.2
CC(/C=C1\SC(=S)N(NS(=O)(=O)c2ccc(C)cc2)C1=O)=C\c1ccccc1 | -3 | -76 | 3 | 1.4 | 3 | 5.7 | 4 | -17 | 33 | 0.0
CCOc1ccc(CCNC(=O)CS(=O)Cc2nc(-c3ccc(OC)c(OC)c3)oc2C)cc1OCC (stereo not drawn) | -7 | 11 | 3 | -0.1 | 2 | -0.9 | -3 | -2 | 1 | -0.6
COc1cccc2cc(-c3nnc(SCC(=O)Nc4cc(C(F)(F)F)ccc4Cl)n3N)oc12 | -1 | 3 | -9 | 1.6 | -1 | -0.2 | -5 | -7 | -1 | -0.7
CCc1cccc(C)c1NC(=O)Nc1c(Br)cnn1C | -3 | 13 | -7 | x | -2 | -0.9 | 3 | -7 | -1 | -1.7
SMILES | MsrA act | NRP1-CendR mod | eLon inh | MsrA inh | STEP inh | LMPTP block | SUMO1-SIM PPI | Scp1 inh | DNMT1 block | TbMetRS inhib
CCN(CC)S(=O)(=O)c1ccc(OC)c(NC(=O)c2cc([N+](=O)[O-])ccc2N2CCOCC2)c1 | 1 | -9 | 8 | 0.0 | -1 | 0.8 | -34 | x | -4 | -0.2
CCCC(=O)NCCc1ccc(F)cc1 | 2 | 3 | -3 | 1.1 | -3 | -0.7 | 0 | -9 | -1 | -1.0
CC1CCN(C(=O)CN(c2ccccc2)S(=O)(=O)N(C)C)CC1 | -2 | -2 | -3 | -0.4 | -1 | 0.9 | -2 | -13 | 0 | 0.1
CC(=O)c1cccc(NC(=O)NCc2cccnc2)c1 | -1 | -1 | 2 | x | 1 | 1.4 | 1 | 3 | 2 | 1.3
C[C@@H](CSc1ccc(Br)cc1)CN1CC[C@H](O)CCC1=O | -4 | 20 | 5 | -1.1 | 2 | -1.1 | -1 | -3 | 2 | 0.1
Cc1cc(C)nc(SCC(=O)Nc2nc(-c3ccccc3)c(-c3ccccc3)o2)n1 | -5 | 0 | 18 | 2.0 | 0 | 4.1 | 5 | -37 | -8 | -0.5
COc1ccc(NC(=O)CN(C)C(=O)/C=C/c2cn(Cc3ccccc3)nc2-c2cccnc2)cc1 | -3 | -20 | -24 | 0.7 | 0 | -1.5 | -10 | 98* | 3 | -0.4
O=c1[nH]c(CSc2ncccn2)nc2c1cnn2-c1ccccc1 | -4 | -20 | -11 | -0.2 | -4 | -0.9 | 2 | -7 | 1 | -0.7
COc1ccc(OC)c(N2C(=O)C(Cl)=C(N3CCCCC3)C2=O)c1 | -1 | -14 | -11 | 0.1 | 2 | 0.6 | -5 | 0 | 2 | -0.2
COc1ccc2oc(=N)c(C(=O)Nc3ccccc3)cc2c1 | -3 | 12 | -11 | -0.1 | -6 | -0.4 | -7 | -5 | -9 | -1.2
CCOC(=O)C1CCN(Cc2c(C(=O)N3CCOCC3)nc3c(C)cccn23)CC1 | 0 | -3 | 0 | 0.9 | -2 | 0.2 | 3 | -7 | 2 | 0.2
Cc1csc(NC(=O)CCc2nc3ccccc3s2)n1 | 3 | -3 | -12 | -1.0 | 1 | 1.0 | 1 | 3 | -8 | -0.8
CC1Cc2ccccc2N1C(=O)CSc1nnnn1Cc1ccccc1 (stereo not drawn) | -4 | -5 | 2 | -0.1 | 2 | 0.6 | -2 | -11 | -3 | -0.4
CCOC(=O)N1CCN(S(=O)(=O)c2ccc3c(c2)C(C)C(=O)N3)CC1 (stereo not drawn) | -1 | 5 | -12 | 0.2 | -2 | -0.6 | 1 | -2 | 0 | -0.4
O=C(Cn1nnc2c(sc3nc4c(c(-c5ccccc5)c32)CCC4)c1=O)c1ccccc1 | 0 | 4 | -9 | 0.7 | 2 | 3.9 | 2 | -24 | -3 | -0.3
OC(COc1cccc2ccccc12)CN1CCN(c2cccc(Cl)c2)CC1 (stereo not drawn) | 1 | 11 | 3 | -0.2 | 1 | 7.1 | 6 | -1 | -12 | -0.6
Oc1ccc(/C=N/Nc2nc(N3CCCCCC3)nc(N3CCCCCC3)n2)c(O)c1 | -2 | 1 | 6 | 1.0 | -4 | 2.8 | 1 | 3 | -20 | -0.4
O=C(O)/C=C/C(=O)Nc1ccc(OC(F)(F)F)cc1 | -3 | 0 | 2 | -0.9 | 3 | -3.4 | 0 | 4 | 2 | 1.3
C[C@@H]1CN([C@@H](C)CO)C(=O)CCCn2nncc2CO[C@H]1CN(C)Cc1ccc(Oc2ccccc2)cc1 | -1 | 2 | 7 | -0.2 | -1 | -1.1 | 3 | x | 1 | -0.4
Cn1c(C(=O)N2CCCCCC2)cc2c(=O)n(C)c3ccccc3c21 | -3 | -2 | -1 | 0.1 | 2 | -0.4 | 4 | -4 | 0 | 0.2
Cc1cnc(C(=O)N2CCCC(N3CCN(c4ccccc4C)CC3)C2)cn1 (stereo not drawn) | -3 | -2 | 0 | 0.7 | 7 | 1.3 | 4 | -9 | 4 | -0.1
Cc1cccc(NC(=O)CSCC(=O)NCc2ccco2)c1 | -5 | 14 | 3 | -0.7 | -1 | 0.6 | 0 | 4 | 1 | 0.1
COc1ccc(Cl)cc1Cn1c(C)c(C(=O)NCc2ccc3c(c2)OCCO3)sc1=O | -8 | 16 | -1 | 2.2 | 0 | 2.5 | 3 | x | -4 | -0.5
CCOC1=C2CN(S(=O)(=O)c3ccc(C)cc3)[C@H](c3cccc4ccccc34)C[C@H]2C(C#N)(C#N)C(C#N)(C#N)C1 | -3 | -4 | -1 | x | -1 | 1.2 | 5 | x | -40 | 0.2
COc1cccc(OC)c1C(=O)Nc1nc(-c2ccccc2)cs1 | -2 | 6 | 12 | -0.8 | -1 | 1.9 | -8 | -8 | -10 | 0.2
COc1cccc(C(=O)COc2ccc3ccc(=O)oc3c2)c1 | 1 | -3 | 1 | 0.6 | 0 | -0.3 | 4 | -6 | -1 | 0.0
CCCSCCCNC(=O)Cn1c(=O)c2cccn2c2ccccc21 | -3 | -6 | -1 | -0.7 | 2 | -1.2 | 4 | -11 | 2 | 0.2

No new results follow: an excerpt of the list.
SMILES | MsrA act | NRP1-CendR mod | eLon inh | MsrA inh | STEP inh | LMPTP block | SUMO1-SIM PPI | Scp1 inh | DNMT1 block | TbMetRS inhib
COc1cccc(OC)c1C(=O)Nc1nc(-c2ccccc2)cs1 | -2 | 6 | 12 | -0.8 | -1 | 1.9 | -8 | -8 | -10 | 0.2
COc1cccc(C(=O)COc2ccc3ccc(=O)oc3c2)c1 | 1 | -3 | 1 | 0.6 | 0 | -0.3 | 4 | -6 | -1 | 0.0
CCCSCCCNC(=O)Cn1c(=O)c2cccn2c2ccccc21 | -3 | -6 | -1 | -0.7 | 2 | -1.2 | 4 | -11 | 2 | 0.2

Hits appear at their usual frequency (roughly 4.3% active in at least one column).
